From PubChem BioAssay
LmPK inh = blocks Leishmania mexicana pyruvate kinase activity. Potency, µM (top dose mostly 57.5 µM), inactives show at the top dose activity change, negative = inhibition, hits mostly inhibitors. Q27686. purified LmPK, Kinase-Glo ATP luminescence, 1 h. 290,000 compounds, 0.37% hits; further: potency means the concentration at half of the fitted maximal effect; on the % scale 0 is the no-effect control and ±100 the full control effect
Target sequence (Q27686 whole entry, looked up): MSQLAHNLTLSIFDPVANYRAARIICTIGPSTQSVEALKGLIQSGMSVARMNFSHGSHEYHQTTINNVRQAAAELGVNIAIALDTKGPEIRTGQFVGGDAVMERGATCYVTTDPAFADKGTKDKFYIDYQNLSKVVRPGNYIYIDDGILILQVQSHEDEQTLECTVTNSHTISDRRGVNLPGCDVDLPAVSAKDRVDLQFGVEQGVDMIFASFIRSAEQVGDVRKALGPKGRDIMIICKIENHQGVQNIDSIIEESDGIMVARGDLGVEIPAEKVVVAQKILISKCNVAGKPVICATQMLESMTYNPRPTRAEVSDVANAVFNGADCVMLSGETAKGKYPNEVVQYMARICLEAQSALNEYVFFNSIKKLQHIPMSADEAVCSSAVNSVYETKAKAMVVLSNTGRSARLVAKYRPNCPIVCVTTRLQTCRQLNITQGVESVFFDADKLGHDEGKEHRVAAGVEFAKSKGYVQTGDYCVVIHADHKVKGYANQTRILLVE
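Purified LmPK (0.1 nM) with 0.5 mM PEP and 0.1 mM ADP in imidazole buffer pH 7.2 with MgCl2/KCl, 1 h at room temperature. ATP formed was read by luciferase luminescence and normalized to no-enzyme and uninhibited controls.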
CHX counter = counter-screen hit for Shiga toxin inhibitors, cycloheximide. cell reporter, cycloheximide protein synthesis inhibition counterscreen. 300,000 compounds, 12% hits. max response, %; in the data active means max response mostly above about 13%, no sharp cut-off; inactive means mostly below about 14%; further: read at 38.3 µM for the half of the compounds with a filed dose; 0% is about no effect
Pf growth 48h = inhibits P. falciparum growth in the first generation, 48 h; P. falciparum luciferase growth in erythrocytes, 48 h; Potency, µM (series often up to 28.7 µM), inactives show at the top dose activity change, negative = inhibition, usual class: inhibitors; 310,000 compounds, 5.9% hits; AID 504832; further: potency means the concentration at half of the fitted maximal effect; on the % scale 0 is the no-effect control and ±100 the full control effect
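Luciferase-expressing parasites in RBCs, 2% Hct / 0.1% parasitemia final; RPMI 1640 + 0.5% Albumax; 37 C, 5% CO2, one generation; luminescence read-out, lower signal = inhibition.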
HCV inhibitor = inhibitors of hepatitis C virus infection | 340,000 compounds, 3.4% hits | Huh7.5.1 HCVcc-Cre infection, luciferase reporter, 44 h | Potency, µM (top dose mostly 41.8 µM), inactives show at the highest dose activity change, negative = inhibition, hits mostly inhibitors; further: potency means the concentration at half of the fitted maximal effect; on the % scale 0 is the no-effect control and ±100 the full control effect
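1,000 cells/well; 4 h culture; + compound; + HCVcc-Cre (~0.5 moi); 44 h; luciferase substrate, RT 15 min; read 15 sec.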
Shiga inhibitor = blocks Shiga toxin action in Vero cells | Vero cells, Shiga toxin protein synthesis inhibition reporter | inhibition, % at 38.7 µM | 290,000 compounds, 9.2% hits; in the data active means inhibition mostly above about 28%, no sharp cut-off; inactive means mostly below about 43%; further: 0% is about no effect
TbPYK inhibitor = inhibitors of Trypanosoma brucei pyruvate kinase. 410,000 compounds, 0.12% hits. Q57TT1. TbPYK enzyme, Kinase-Glo Plus ATP luminescence, 45 min. Potency, µM (series often up to 76.8 µM), without a hit: top-dose activity, negative = inhibition, hits mostly inhibitors; further: potency means the concentration at half of the fitted maximal effect; on the % scale 0 is the no-effect control and ±100 the full control effect; nearly all actives have a fitted effect of over 50% in size
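Readout: single end-point luminescence (Kinase-Glo Plus, 10 min). Reaction conditions were TbPYK/substrate plus 130 uM ADP, 45 min at RT, pH 7.2 TEA buffer. No-enzyme wells served as controls, and data were normalized before concentration-response fitting.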
Pf growth 96h = inhibits malaria parasite growth, 96 h | P. falciparum luciferase reporter growth, 96 h | Potency, µM (doses to about 28.7 µM), inactives show at the highest dose activity change, negative = inhibition, actives largely listed as inhibitors | 320,000 compounds, 6.9% hits; further: potency means the concentration at half of the fitted maximal effect; on the % scale 0 is the no-effect control and ±100 the full control effect
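Cell-based qHTS: luciferase-tagged P. falciparum in erythrocytes (2% hematocrit, 0.05% parasitemia final) incubated with compounds for 96 hours, 37 C, 5% CO2; luciferase detection reagent then added and luminescence measured.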
Numbers without * were called inactive; & = joins results of further samples; [ ] = another dose, or the depositor's remark. Unless noted, the call rests on the fitted dose curve; in most records, active means well fitted curve in the direction sought with a large enough effect; inconclusive means small, poorly fitted or top-dose-only effect, or another doubt; inactive means no such curve, though single readings can be large; an effect the other way counts as inactive or inconclusive. Rows are unselected; about 24% have a hit in one of these screens.

For CC(=O)Nc1nc(C)c(Cc2ccccc2)c(=O)[nH]1 the results were LmPK inh 5%, CHX counter 2, Pf growth 48h -3%, HCV inhibitor -29%, Shiga inhibitor -14, TbPYK inhibitor -1% and Pf growth 96h 36%[activator].
Screening CC(NC(=O)c1cccc(S(=O)(=O)N2CCN(Cc3ccccc3)CC2)c1)c1ccc(Br)cc1 (configuration not stated) returned LmPK inh -1%, CHX counter 3, Pf growth 48h inconclusive, HCV inhibitor inconclusive, Shiga inhibitor 23, TbPYK inhibitor 2% and Pf growth 96h inconclusive.
For Cc1noc(C)c1C(=O)Nc1nc(-c2cccs2)cs1 the results were Pf growth 48h 109%[activator], HCV inhibitor -25%, TbPYK inhibitor 1% and Pf growth 96h 107%[activator].
Cc1cc(C)c(NC(=O)CSCc2c(C)noc2C)c(Cl)c1 was read as Pf growth 48h -4%, HCV inhibitor 0%, TbPYK inhibitor 3% and Pf growth 96h -2%.
Oc1ccc(C(=S)N2CCCCC2)cc1 was read as LmPK inh -15%, CHX counter -1, HCV inhibitor 1%, Shiga inhibitor -12, TbPYK inhibitor -6% and Pf growth 96h 61%[activator].
Cn1ncc2c(=O)n(CC(=O)NC34CC5CC(CC(C5)C3)C4)cnc21 was read as LmPK inh -3%, CHX counter -6, Pf growth 48h 9%, HCV inhibitor 6%, Shiga inhibitor -8 and TbPYK inhibitor -1%.
`Cc1cccc(NCC(=O)N/N=C\c2cccn2C)c1` gave LmPK inh 5%, CHX counter -2, Pf growth 48h inconclusive, HCV inhibitor 2%, Shiga inhibitor -3, TbPYK inhibitor 4% and Pf growth 96h -2%.
For O=C1CC[C@@H](O)CCN1CC[C@H](Sc1ccccc1)c1ccccc1 the results were LmPK inh 1%, CHX counter -1, Pf growth 48h -20%, HCV inhibitor inconclusive, Shiga inhibitor 1, TbPYK inhibitor -5% and Pf growth 96h -16%.
For Cc1ccc(OCc2nnc(NC(=O)c3ccco3)s2)c(C)c1 the results were LmPK inh 1%, CHX counter -3, Pf growth 48h -3%, HCV inhibitor 21%, Shiga inhibitor -14, TbPYK inhibitor -14% and Pf growth 96h 1.9µM*.
For O=C(NCCNC(=O)c1ccccc1Cl)c1ccco1 the results were LmPK inh 5%, CHX counter 3, Pf growth 48h 11%, HCV inhibitor -2%, Shiga inhibitor 10, TbPYK inhibitor 5% and Pf growth 96h -8%.
For COc1ccc(NC(=O)CCNC(=O)Cn2cnc3ccccc3c2=O)c(OC)c1 the results were LmPK inh -3%, CHX counter 0, Pf growth 48h 1%, HCV inhibitor inconclusive, Shiga inhibitor -15, TbPYK inhibitor 0% and Pf growth 96h inconclusive.
`C#CCOCCOCCOCCNc1nc(N2CCN(C(=O)[C@H](CCCCN)n3cc(CCCC)nn3)CC2)nc(N2CCN(C(=O)[C@H](CCCCN)n3cc(CCCC)nn3)CC2)n1` gave LmPK inh 3%, CHX counter -5, Pf growth 48h -15%, HCV inhibitor -2%[8.37 µM], Shiga inhibitor -13, TbPYK inhibitor 5% and Pf growth 96h -29%.
For CNc1ccc(C(O)(C(F)(F)F)C(F)(F)F)cc1C(O)(C(F)(F)F)C(F)(F)F the results were LmPK inh -3%, CHX counter -3, Pf growth 48h -11%, HCV inhibitor inconclusive, Shiga inhibitor -6 and TbPYK inhibitor 4%.
Screening CN(Cc1ccc(F)cc1)S(=O)(=O)c1nnc(NC(=O)c2ccccc2Br)s1 returned LmPK inh -1%, CHX counter -2, Pf growth 48h 1%, HCV inhibitor -2%, Shiga inhibitor -1, TbPYK inhibitor -10%&2% and Pf growth 96h -2%.
Screening O=C(O)CN1C(=O)C(=O)N(Cc2ccccc2F)C1=O returned LmPK inh -4%, CHX counter -1, HCV inhibitor 2%, Shiga inhibitor -13, TbPYK inhibitor -5% and Pf growth 96h 14%.
Screening Cc1ccc2c(C)c(C(=O)NCc3ccc(S(N)(=O)=O)cc3)oc2c1 returned LmPK inh 1%, CHX counter -3, Pf growth 48h -9%, HCV inhibitor -10%, Shiga inhibitor -11, TbPYK inhibitor 1% and Pf growth 96h 12%.
For Cc1cc(C)nc(N2CCCC(C(=O)NCCc3ccc(F)cc3)C2)n1 (configuration not stated) the results were LmPK inh 11%, CHX counter -10, Pf growth 48h 9%, HCV inhibitor -7%, Shiga inhibitor -26, TbPYK inhibitor -7% and Pf growth 96h inconclusive.
CCOC(=O)C(C)Sc1nnc(Cc2cc(=O)[nH]c(=O)[nH]2)n1-c1cccc(OC)c1 (configuration not stated) was read as LmPK inh -6%, CHX counter -2, HCV inhibitor 15%, Shiga inhibitor -5, TbPYK inhibitor -2% and Pf growth 96h 49%[activator].
Screening NC(=O)CSc1nnc(-c2cc3ccccc3o2)n1Cc1ccccc1 returned LmPK inh -9%, CHX counter -2, Pf growth 48h -5%, HCV inhibitor 0%, Shiga inhibitor -8, TbPYK inhibitor -14% and Pf growth 96h 146%[activator].
`COc1ccc(C(=O)N/N=C/c2ccc3cccc(OCc4ccccc4)c3n2)cc1` gave LmPK inh -3%, CHX counter 22*, Pf growth 48h inconclusive, HCV inhibitor 8.9µM*, Shiga inhibitor 61*, TbPYK inhibitor 3% and Pf growth 96h 0%.
CCCCn1c(=O)c2ccccc2n2c(=S)[nH]nc12 was read as LmPK inh -18%, CHX counter -5, Pf growth 48h 9%, HCV inhibitor inconclusive, Shiga inhibitor -10, TbPYK inhibitor inconclusive and Pf growth 96h -1%.
For O=C(c1cc([N+](=O)[O-])ccc1Cl)N1CCN(c2ccc([N+](=O)[O-])cc2)CC1 the results were LmPK inh 1%, CHX counter -1, Pf growth 48h 10%, HCV inhibitor inconclusive, Shiga inhibitor -14, TbPYK inhibitor -5% and Pf growth 96h -14%.
`N=c1c2c(n(Cc3ccc([N+](=O)[O-])cc3)c3c1CCC3)CCCC2` gave LmPK inh -1%, CHX counter -3, Pf growth 48h inconclusive, HCV inhibitor -8%, Shiga inhibitor -10, TbPYK inhibitor -19% and Pf growth 96h 10µM*.
`O=C(COC(=O)c1ccccc1C(=O)c1ccc(Cl)cc1)NC(c1ccccc1)c1ccccc1` gave LmPK inh 3%, CHX counter 2, Pf growth 48h inconclusive, HCV inhibitor 1%, Shiga inhibitor -8, TbPYK inhibitor -8% and Pf growth 96h inconclusive.
For CN1CCN(S(=O)(=O)c2ccc(Oc3ccc(Br)cc3F)nc2)CC1 the results were Pf growth 48h 0%, HCV inhibitor -14%, TbPYK inhibitor 5% and Pf growth 96h -1%.
Screening CCNC(=O)N1CCN(CCCC(c2ccc(F)cc2)c2ccc(F)cc2)CC1 returned Pf growth 48h 1.5µM*, HCV inhibitor inconclusive, TbPYK inhibitor -1%&4% and Pf growth 96h 1.7µM*.
Screening CC(=O)c1ccc([C@H]2C[C@@]34CN(C(=O)OC(C)(C)C)S(=O)(=O)[C@H]3C[C@H]2O4)cc1 returned LmPK inh -1%, CHX counter -1, Pf growth 48h 20%, HCV inhibitor 31%[activator][8.37 µM], Shiga inhibitor 15, TbPYK inhibitor -4% and Pf growth 96h 30%.
`O=C(O)Cc1sc(N/N=C\c2ccncc2)nc1-c1ccccc1` gave LmPK inh 7%, CHX counter 11, Pf growth 48h inconclusive, HCV inhibitor -26%, Shiga inhibitor 20, TbPYK inhibitor -18% and Pf growth 96h inconclusive.
`NCCCC[C@H]1CNC(=S)N1CCc1cc(C(F)(F)F)cc(C(F)(F)F)c1` gave LmPK inh 7%, CHX counter -2, Pf growth 48h inconclusive, HCV inhibitor inconclusive, Shiga inhibitor -15, TbPYK inhibitor 1% and Pf growth 96h inconclusive.
For CC(=O)c1c(C)[nH]c(C(=O)Nc2nc(C)cs2)c1C the results were LmPK inh -28%, CHX counter -1, Pf growth 48h 80%[activator], HCV inhibitor -24%, Shiga inhibitor 4, TbPYK inhibitor -3% and Pf growth 96h 121%[activator].

Molecules listed so far containing a nitro group on carbon, in the order listed:
For O=C(c1cc([N+](=O)[O-])ccc1Cl)N1CCN(c2ccc([N+](=O)[O-])cc2)CC1 the results were LmPK inh 1%, CHX counter -1, Pf growth 48h 10%, HCV inhibitor inconclusive, Shiga inhibitor -14, TbPYK inhibitor -5% and Pf growth 96h -14%.
`N=c1c2c(n(Cc3ccc([N+](=O)[O-])cc3)c3c1CCC3)CCCC2` gave LmPK inh -1%, CHX counter -3, Pf growth 48h inconclusive, HCV inhibitor -8%, Shiga inhibitor -10, TbPYK inhibitor -19% and Pf growth 96h 10µM*.

(listing goes on)
For COc1cc(C(=O)Nc2cc(C(F)(F)F)ccc2Cl)cc(OC)c1OC the results were LmPK inh 4%, CHX counter -4, Pf growth 48h inconclusive, HCV inhibitor 11%, Shiga inhibitor -18, TbPYK inhibitor 2% and Pf growth 96h 7%.
Screening CC(=O)Nc1ccc(S(=O)(=O)N(C)S(=O)(=O)c2ccc(F)cc2)cc1 returned LmPK inh 3%, CHX counter -6, Pf growth 48h -22%, HCV inhibitor -3%, Shiga inhibitor -20, TbPYK inhibitor 4% and Pf growth 96h -28%.
`COc1ccc(Cl)cc1NC(=O)CSc1ncnc2c1oc1ccccc12` gave LmPK inh 3%, CHX counter -2, Pf growth 48h 3%, HCV inhibitor 5%, Shiga inhibitor 27, TbPYK inhibitor -2% and Pf growth 96h 0%.
Screening N/C(=N\OC(=O)c1ccncc1)c1cccc([N+](=O)[O-])c1 returned LmPK inh 5%, CHX counter 27*, Pf growth 48h 72%[activator], HCV inhibitor inconclusive, TbPYK inhibitor -4% and Pf growth 96h -16%.
For CCOc1ccc(S(=O)(=O)NCCCN2CCOCC2)c2ccccc12 the results were LmPK inh -1%, CHX counter -2, Pf growth 48h 35%[activator], HCV inhibitor inconclusive, Shiga inhibitor -11, TbPYK inhibitor -1% and Pf growth 96h 38%[activator].
Screening CCOc1ccccc1Nc1nnc(SCC(=O)Nc2cc(C)on2)s1 returned LmPK inh 0%, CHX counter 0, Pf growth 48h inconclusive, HCV inhibitor -23%, Shiga inhibitor 16 and TbPYK inhibitor -4%.
`CC(=O)c1cnc2nc(C)nn2c1C` gave LmPK inh -4%, CHX counter -1, Pf growth 48h 11%, HCV inhibitor 2%, Shiga inhibitor 14, TbPYK inhibitor -9% and Pf growth 96h inconclusive.
`Cc1ccc(N2C(=O)NC(=O)C3(Cc4ccccc4N4CCCC43)C2=O)cc1` (configuration not stated) gave LmPK inh -1%, CHX counter -3, Pf growth 48h -27%, HCV inhibitor -16%, Shiga inhibitor -4, TbPYK inhibitor 10% and Pf growth 96h inconclusive.
Screening CN(C)CCNC(=O)Cc1ccc([N+](=O)[O-])cc1 returned LmPK inh 2%, CHX counter -4, Pf growth 48h 8%, HCV inhibitor 6%, Shiga inhibitor -2, TbPYK inhibitor -3% and Pf growth 96h 2%.
Screening CCc1ccccc1Nc1nn2c(=O)c3ccc(C(=O)NCc4ccccn4)cc3nc2s1 returned LmPK inh 6%, CHX counter -3, Pf growth 48h inconclusive, HCV inhibitor inconclusive, Shiga inhibitor -8, TbPYK inhibitor 4% and Pf growth 96h inconclusive.
`CCn1c(O)c(C=Nc2ccc(N3CCOCC3)c(Br)c2)c(=O)n(CC)c1=S` gave LmPK inh 7%, CHX counter -3, Pf growth 48h 3%, HCV inhibitor 17%, Shiga inhibitor -10, TbPYK inhibitor 4% and Pf growth 96h 69%[activator].
